Screening results deposited in PubChem BioAssay by National Center for Advancing Translational Sciences (NCATS).
HepG2 viability – HepG2 cytotoxicity, counter-screen for TGF-b inhibitors. HepG2 CAGA-GFP viability, ATP luminescence, 18 h. Potency, µM (titrated, usually from 46.1 µM), for inactives: at the top dose activity change, negative = cytotoxicity, hits mostly cytotoxic. 0.76% of 410,000 active. AID 588856; further: potency means the concentration at half of the fitted maximal effect; some results filed as inactive show a strong effect at the top dose
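CellTiter-Glo luminescence gave cytotoxicity after 18 hours at 37 degrees C. The cells were HepG2 CAGA-GFP in 1% FBS DMEM, stimulated with 500 pg/mL TGF-beta after compound addition. %Activity was normalised to no-cell wells (complete cell-killing) and DMSO (no toxicity), and curves were fitted and classified.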
MCF10A rereplic – inducers of DNA re-replication in MCF 10A breast cells; MCF 10A DNA re-replication, Hoechst nuclear intensity, 48 h; Potency, µM (series often up to 46.1 µM), without a hit: at the top dose activity, positive = re-replication, usual class: activators; 2.9% of 350,000 active; further: potency means the concentration at half of the fitted maximal effect; % of control where 0% means no effect; nearly all actives have a fitted effect of over 50% in size
ATXN viability – reduces viability in counter-screen for ATXN expression inhibitors. Potency, µM (highest dose often 56.7 µM), hits mostly cytotoxic. 0.49% of 400,000 active. S2 cells (HEK-293 line with an ATXN2-luciferase reporter) viability, CellTiter-Fluor protease fluorescence, 24 h; further: potency means the concentration at half of the fitted maximal effect; nearly all actives have a fitted effect of over 40% in size
TGFb SMAD3 inh – inhibitors of TGF-b signaling | 1.2% of 410,000 active | Potency, µM (doses to about 46.1 µM), inactives show top-dose activity, negative = inhibition, usual class: inhibitors | HepG2 CAGA-GFP TGF-b/SMAD3 reporter, GFP fluorescence, 18 h; TGF-beta stimulated, 500 pg/mL final; further: potency means the concentration at half of the fitted maximal effect; on the % scale 0 is the no-effect control and ±100 the full control effect; nearly all actives have a fitted effect of over 65% in size
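Cell-based qHTS in HEPG2 carrying a CAGA-GFP Smad reporter; compounds added before 500 pg/mL final TGF-beta, 18 h incubation at 37 degrees C, GFP fluorescence quantified per cell by imaging cytometry.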
ATXN2 expr inh – reduces ATXN2 reporter expression in HEK-293 cells. 0.72% of 360,000 active. Potency, µM (top dose mostly 57 µM), without a hit: at the top dose activity change, negative = inhibition, most hits filed as inhibitors. HEK-293 ATXN2-luciferase reporter, luminescence, 24 h. AID 1745845; further: potency means the concentration at half of the fitted maximal effect; on the % scale 0 is the no-effect control and ±100 the full control effect; nearly all actives have a fitted effect of over 55% in size
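ATXN2-luciferase reporter cells (luciferase flanked by upstream and downstream ATXN2 gene portions) were treated 24 h at 37 °C with compounds at up to 57 uM. SteadyGlo luminescence gave expression; GF-AFC fluorescence gave viability.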
IL1B secr inh – inhibitors of inflammasome signaling (IL-1 beta secretion) | THP-1 LPS/ATP IL-1B secretion, AlphaLISA, 16 h; hits give low values | activity change, % at 57.5 µM | 4.7% of 360,000 active; in the data active means activity change below about -50%; inconclusive means mostly about -30% to -49%; further: on the % scale 0 is the no-effect control and ±100 the full control effect
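Secreted IL-1B measured by AlphaLISA bead assay after 16 h compound exposure of THP-1 cells; compounds (final up to 57.5 uM) added 1 h before LPS (250 ng/mL) and ATP (1.25 mM) stimulation; lower signal means less secretion.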
Nrf2 activator – activates Nrf2 signaling | 0.31% of 410,000 active | AREc32 ARE-luciferase reporter (MCF7-derived line), luminescence, 24 h | AID 624171 | Potency, µM (series often up to 46.1 µM), for the others: top-dose activation, hits mostly activators; further: potency means the concentration at half of the fitted maximal effect; % of control where 0% means no effect; nearly all actives have a fitted effect of over 65% in size
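AREc32_Fluc, 1000 cells/well, OPTI-MEM + 5% FBS, o/n 37 deg C 5% CO2; 23 nL cpd by pin tool, 24 hr; Steady-Glo 30 min RT, luminescence.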
Nrf2 inh – blocks Nrf2 signaling; A549 ARE-Fluc reporter, luciferase luminescence, 18-24 h; Potency, µM (doses to about 46 µM), for the others: top-dose activity change, negative = inhibition, hits mostly inhibitors; 2.1% of 360,000 active; further: potency means the concentration at half of the fitted maximal effect; on the % scale 0 is the no-effect control and ±100 the full control effect; nearly all actives have a fitted effect of over 60% in size
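Nrf2 function is reported as luminescence of an ARE-controlled luciferase in A549 cells. Compounds were tested at several concentrations, and a CellTiter-Fluor read on the same wells flagged cytotoxicity.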
A549 tox – counter-screen for Nrf2 inhibitors: cytotoxicity in A549 cells; A549 ARE-Fluc cells, CellTiter-Fluor viability, 18-24 h; AID 504648; 0.16% of 390,000 active; Potency, µM (series often up to 46 µM), for inactives: top-dose activity change, negative = cytotoxicity, hits mostly inhibitors; further: potency means the concentration at half of the fitted maximal effect; on the % scale 0 is the no-effect control and ±100 the full control effect
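Cytotoxicity counterscreen: CellTiter-Fluor fluorescence was measured in A549 ARE_Fluc cells after 18-24 h of compound exposure in a concentration series. The subsequent BugLite luminescent read reports ARE-luciferase activity.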
Starred values were filed as active, the others as inactive; i = inactive; ? = inconclusive; / = no result given; [ ] = remark or other dose. Unless noted, the call rests on the fitted dose curve; in most records, active means well fitted curve in the direction sought with a large enough effect; inconclusive means small, poorly fitted or top-dose-only effect, or another doubt; inactive means no such curve, though single readings can be large; an effect the other way counts as inactive or inconclusive. This is a random part of the collection; about 8.8% have a hit in one of these screens.

Value order: HepG2 viability	MCF10A rereplic	ATXN viability	TGFb SMAD3 inh	ATXN2 expr inh	IL1B secr inh	Nrf2 activator	Nrf2 inh	A549 tox
- Cc1ccnc(N2CCC(C(=O)Nc3ccc4c(c3)OCO4)CC2)n1
→ 2%	0%	i	-10%	-2%	23	-0.9%	4%	13%
- COc1ccc(NC(=O)Cn2c(=O)n(-c3ccc(Cl)cc3)c(=O)c3c(C)c(C(=O)N(C)C)sc32)cc1Cl
→ -8%	/	/	0%	/	/	-0.6%	/	3%
- COc1cc(/C=N/NC(=O)c2cnccn2)ccc1O
→ -34%	-1%	i	-15%	9%	14	5.0%	11%	-3%
- Cc1nc2ccccn2c1C(=O)CSc1ccc(Cl)cc1Cl
→ -13%	7%	?	0%	-24%	20	-0.3%	-7%	-9%
- N#Cc1ccc2ccn(CC(=O)NC3CCCCC3)c2c1
→ -15%	-1%	i	-26%	-9%	-2	0.4%	13%	/
- C[C@@H](NC(=O)[C@@H]1Cc2ccccc2CN1C(=O)OC(C)(C)C)C(=O)NC1CCCCC1
→ -5%	-33%[inhibitor]	i	-7%	8%	23	0.5%	12%	0%
- O=C1NC(=O)C(Cc2ccc(Cl)cc2)(c2ccccc2)N1 (stereo not given)
→ -2%	5%	i	-8%	-9%	41	0.3%	-27%	2%
- COCCN(C(=O)CSc1ncccn1)c1c(N)n(Cc2ccccc2)c(=O)[nH]c1=O
→ -13%	4%	i	14%	-14%	0	-0.2%	5%	1%
- CC(=O)Nc1ccc(NC(=O)CSc2ncc(C(=O)Nc3ccc(F)cc3)c(=O)n2C)cc1
→ -10%	?	i	2%	1%	-59*	0.6%	12%	-1%
- C/C(=N\Nc1ccc(Cl)c(C(=O)O)c1)c1ccc(Br)s1
→ -17%	?	i	-21%	34%	-25	-0.5%	-5%	-9%
- CC1(Cc2ccc(Cl)cc2)C(=O)Nc2c(Cl)ccc(Cl)c21 (stereo not given)
→ -15%	/	i	-18%	-12%	43	5.2%	/	/
- Cc1ccc(NC(=O)C2(S(=O)(=O)c3ccc(C)cc3)CC2)cc1
→ -18%	-3%	i	-10%	11%	-11	-0.5%	/	14%
- CC(NC(=O)c1ccc(S(C)(=O)=O)cc1)c1cccc2ccccc12 (stereo not given)
→ 1%	-4%	i	-20%	-9%	-17	-0.1%	-8%	-1%
- O=C(COC(=O)c1ccc(S(=O)(=O)Nc2ccccc2)cc1)NCCC1=CCCCC1
→ 9%	-17%	i	-5%	/	0	0.3%	3%	-3%
- COc1ccc(C(=O)n2cnc(N)n2)cc1
→ 4%	-1%	i	8%	14%	19	0.4%	?	-1%
- CCOc1ccc(/C=C/C(=O)c2ccc(-c3ccccc3)cc2)cc1
→ -3%	1%	i	0%	-12%	-9	-0.4%	-7%	5%
- CC(=O)Nc1cc[n+](CC(=O)c2ccc(Cl)cc2)cc1
→ -17%	5%	i	-1%	2%	0	0.6%	23µM*	-2%
- N#Cc1c(NC(=O)COC(=O)C2CC3C=CC2C3)oc(-c2ccccc2)c1-c1ccccc1 (stereo not given)
→ 5%	18µM*	i	?	-18%	-28	-0.2%	-20%	3%
- CCSc1cnn(-c2ccccc2)c(=O)c1SCC
→ -14%	4%	i	-11%	-3%	6	-0.2%	-9%	18%
- Cc1cc2oc(=O)c(CC(=O)NCCc3ccccc3)c(C)c2c2occ(C(C)(C)C)c12
→ -24%	/	/	?	/	/	-1.3%	?	-26%

(cont.)
Value order: HepG2 viability	MCF10A rereplic	ATXN viability	TGFb SMAD3 inh	ATXN2 expr inh	IL1B secr inh	Nrf2 activator	Nrf2 inh	A549 tox
- Cc1ccc(NC(=O)CN(C)C(=O)c2ccc(-n3cncn3)c([N+](=O)[O-])c2)cc1
→ 0%	15%	i	2%	-19%	-10	-0.6%	10%	-1%
- CCn1c(SCc2nc3ccccc3[nH]2)nnc1-c1ccccc1OC
→ 1%	12%	i	14%	-1%	4	2.7%	-18%	-14%
- CCC(C)NS(=O)(=O)c1ccc(NC(=O)C2CCN(C(=O)c3ccco3)CC2)cc1 (stereo not given)
→ 7%	-4%	i	?	0%	0	-0.4%	-28%	0%
- O=C1C(=O)N(CCN2CCOCC2)C(c2ccccn2)/C1=C(/O)c1ccc(F)cc1 (stereo not given)
→ -57%	?	i	0%	5%	21	8.4%	4%	-7%
- CCOC(=O)Cc1ccc(NC(=O)Nc2nnc(N3CCCCC3C)s2)cc1 (stereo not given)
→ -39%	/	/	11µM*	/	/	0.0%	21µM*	?
- CCC1Nc2ncnc(N3CCN(c4ccccc4)CC3)c2N(Cc2ccc(C)cc2)C1=O (stereo not given)
→ -21%	?	?	2%	-9%	10	5.3%	-5%	-4%
- CC(=O)c1cc(-c2ccc(F)cc2)n(CCC(=O)Nc2nc3c(C)cccc3s2)c1C
→ -22%	/	/	0%	/	/	6.1%	/	-5%
- Cn1ccnc1SCC(=O)Nc1cc(S(=O)(=O)N2CCOCC2)ccc1Cl
→ -6%	0%	i	-4%	4%	9	2.3%	7%	-3%
- OC(c1ccccc1)C(O)C(c1ccccc1)N1CCCCC1 (stereo not given)
→ 10%	3%	i	6%	-8%	0	0.0%	1%	-4%
- COc1cc(OC)cc(C(=O)Oc2c(Sc3ccccc3)c(C)nn2C(C)(C)C)c1
→ -22%	/	i	?	-10%	/	-1.0%	11%[9.27 µM]	6%
- COC(=O)c1ccc2c(C)c(C3(O)CCCCC3)[nH]c2c1
→ -34%	-3%	?	?	0%	5	11%	27%	-4%
- Cc1cccc(C(=O)NCCC(=O)Nc2ccc(F)c([N+](=O)[O-])c2)c1
→ -9%	-3%	i	-29%	-19%	-64*	11%	5%	0%
- COc1cccc(CNc2ncnc3onc(C)c23)c1
→ -14%	/	i	-13%	-21%	/	2.6%	?	1%
- O=C(Cc1ccccc1F)Nc1ccccc1N1CCCC1
→ -20%	13%	i	4%	4%	8	-0.5%	-7%	-5%
- COc1ccc(NC(=O)c2ccc3c(c2)NC(=O)CS3)cc1S(=O)(=O)Nc1ccc(Br)cc1
→ -9%	1%	i	-45%	/	-25	-0.6%	-30%	2%
- COc1ccc(NC(=S)N(CCN2CCOCC2)C2CCN(C(C)=O)CC2)cc1Cl
→ 24%	3%	i	-6%	18%	-18	-0.6%	?	5%
- O=C(c1cccc(F)c1)N1CCN(Cc2ccc3c(c2)OCO3)CC1
→ 3%	9%	i	4%	9%	-4	-0.6%	4%	6%
- O=C(Nc1ccc(-c2csc(Nc3cccc(C(F)(F)F)c3)n2)cc1)c1ccccc1
→ -47%	18µM*	?	?	?	89	-1.4%	?	-16%
- CCc1cccc(C)c1NC(=O)CN1CCCN(Cc2ccccc2Cl)S1(=O)=O
→ -14%	/	/	0%	/	/	0.8%	-12%	0%
- COc1ccc(C(CNC(=O)C(C)(C)Oc2ccc(Cl)cc2)N2CCCCC2)cc1 (stereo not given)
→ -25%	10%	i	?	-6%	-11	0.4%	-7%	-4%

Structures above that bear a hit mark in TGFb SMAD3 inh.
| Molecule | TGFb SMAD3 inh | IL1B secr inh | Nrf2 activator |
| --- | --- | --- | --- |
| CCOC(=O)Cc1ccc(NC(=O)Nc2nnc(N3CCCCC3C)s2)cc1 (stereo not given) | 11µM* | / | 0.0% |

(further entries)
Value order: HepG2 viability	MCF10A rereplic	ATXN viability	TGFb SMAD3 inh	ATXN2 expr inh	IL1B secr inh	Nrf2 activator	Nrf2 inh	A549 tox
- O=C(COC(=O)/C=C/c1ccco1)NC1CCCCC1
→ 0%	5%	i	?	-3%	-13	?	-3%	0%
- Nc1cc(C(=O)O)ccc1N1CCCCCC1
→ -5%	-4%	i	-4%	-5%	0	-0.1%	4%	-6%
- COC(=O)Nc1ccc(S(=O)(=O)N2CCCC(C(=O)N3CC(C)OC(C)C3)C2)cc1 (stereo not given)
→ -2%	?	?	-17%	-8%	25	0.2%	12%	16%
- O=C(CSc1nnc(-c2ccccc2)n1-c1ccccc1)NCc1ccco1
→ -24%	14%	i	?	-12%	2	0.2%	?	-1%
- CCOC(=O)C1=C(N)Oc2cc(O)ccc2C1c1ccc(Br)cc1 (stereo not given)
→ -33%	?	i	?	-22%	27	0.3%	0%	-6%
- Cc1c(NC(=O)/C(C#N)=C/c2ccc(-c3cccc(Cl)c3)o2)c(=O)n(-c2ccccc2)n1C
→ -22%	?	i	-22%	-32%	-12	4.9%	-18%	?
- O=C1CN(C(=O)COC(=O)CCC(=O)c2ccc(Cl)cc2)c2ccccc2N1
→ 0%	1%	i	-10%	1%	11	-0.4%	16%	3%
- CC(NC(=O)c1ccccc1NS(=O)(=O)c1ccc(CCC(=O)O)cc1)c1ccccc1 (stereo not given)
→ -16%	0%	i	0%	-1%	0	-0.4%	0%	0%
- CC(C)Cn1c(N)c(C(=O)COC(=O)CCNS(=O)(=O)c2ccccc2)c(=O)n(C)c1=O
→ 0%	6%	i	-6%	-3%	14	1.8%	-8%	5%
- CCOC(=O)C1CCN(C(=O)COC(=O)CCOc2ccc(C)cc2)CC1
→ 7%	-1%	i	1%	-7%	-5	-0.2%	-9%	-7%
- O=C(c1n[nH]c(=O)c2ccccc12)N1CCN(c2ccc(F)cc2)CC1
→ -7%	-16%	i	3%	-7%	-11	0.0%	?	2%
- N=c1ncn(CC(O)CO)c2nc(N3CCOCC3)[nH]c12 (stereo not given)
→ 6%	-3%	i	10%	1%	18	0.2%	17%	-24%
- OCCn1c(-c2ccc3c(c2)OCO3)csc1=Nc1ccccc1
→ -26%	?	i	-17%	5%	-62*	2.4%	?	-11%
- Brc1ccc2nc(CSc3ncn[nH]3)cn2c1
→ -3%	-7%	i	30%	24%	-6	2.2%	?	-1%
- COc1ccc(C2=Nn3c(nnc3C3CCCCC3)SC2)cc1OC
→ -38%	8%	?	4%	-4%	0	2.9%	-25%	-5%
- COc1ccccc1OCC(=O)NCCSCc1ccccc1Cl
→ -11%	10%	i	-10%	5%	-5	0.1%	-8%	7%
